Screens from PubChem.
VEEV TC-83 Vero = inhibitors of VEEV TC-83 cytopathic effect, confirmation, Vero cells (AID 588727) | Vero cells, VEEV TC-83 cytopathic effect inhibition; higher % means a stronger effect | inhibition, % at 20 µM; hits with a dose series show IC50 in µM | actives 0.13% (n = 350,000); in the data active = a potency from the dose series; also: strong numbers were not always called active
* marks the source's active call; other numbers are inactive results; i = inactive.

SMILES	VEEV TC-83 Vero
C[C@@H]1CN([C@@H](C)CO)S(=O)(=O)c2ccc(Br)cc2O[C@H]1CN(C)C(=O)c1ccccc1F	7.0%
CS(=O)(=O)Nc1ccc2c(c1)[C@H]1C[C@H](CC(=O)NCc3cccc(F)c3)O[C@@H](CO)[C@H]1O2	0.2%
COc1ccc2c(c1)C(=O)C1(CC2)OC1c1cccnc1 (stereo unspecified)	2.4%
O=[N+]([O-])c1ccc(N(CCO)CCO)c2c1no[n+]2[O-]	i
O=C(O)c1cocc1C(=O)O	0.5%
COc1ccc(-c2ccc(CN3C(C(C)C)C(=O)N(Cc4cn(CCC5OCCO5)nn4)CCS3(=O)=O)cc2)cc1OC (stereo unspecified)	5.0%
CCCCCC(=O)N1C[C@@H](n2cc(COC(=O)c3ccccc3)nn2)[C@H](O)C[C@@H]1c1ccc(OC)cc1	0.2%
Cc1ccc(C)c(S(=O)(=O)N2CCCC2CNC(=O)C(=O)Nc2ccccc2)c1 (stereo unspecified)	0.3%
CSc1ccccc1C(=O)C1CCCN(C(=O)c2cccc(Cn3cccn3)c2)C1 (stereo unspecified)	0.7%
Cc1ccc2nc3n(c(=O)c2c1)-c1ncccc1C(=O)NC3Cc1ccccc1 (stereo unspecified)	1.2%
Cc1nc2ccc(Cl)cc2n1C	i
CNC[C@@H]1Oc2cc(Br)ccc2S(=O)(=O)N([C@@H](C)CO)C[C@H]1C	i
CCN1C(=O)[C@H]2[C@@H](c3ccc(C)cc3)N[C@]3(CCCN(Cc4cccn4C)C3=O)[C@H]2C1=O	0.2%
C[C@H](CO)N1C[C@H](C)[C@@H](CN(C)C(=O)NC2CCCC2)Oc2cc(Br)ccc2S1(=O)=O	0.9%
O=S(=O)(NCc1ccncc1)c1ccc(F)c(F)c1	i
CCN(CC)CCN1CNC(=S)NC1	1.6%
CC1C(c2ccccc2)=Nn2c(=O)n(-c3ccccc3)c(=O)n21 (stereo unspecified)	10.8%
COc1ccc([C@H]2C[C@H](O)[C@@H](n3cc(-c4ccc(F)cc4)nn3)CN2C(=O)c2cccs2)cc1	5.8%
CCOc1c(Br)cc(C(=O)Nc2cccc(S(=O)(=O)N3CCOCC3)c2)cc1OC	11.3%
CCOC(=O)c1cc(=O)nc(N)s1	6.0%
COc1cccc(CNC(=O)c2ccc(S(=O)(=O)N3CCCCC3)cc2)c1	1.4%
CCCc1c(C(=O)N/N=C(\C)c2ccccc2O)nnn1-c1nonc1N	1.8%
COc1cc(CNC[C@H]2O[C@@H](n3ccc(N)nc3=O)[C@H](O)[C@@H]2O)ccc1OCc1ccc(C)cc1	i
CCC1NC(=O)c2cccnc2-n2c1nc1ccc(F)cc1c2=O (stereo unspecified)	i
COc1ncccc1C(=O)N1CCCC(C(=O)Nc2cccc(-c3ccc(F)cc3)c2)C1 (stereo unspecified)	1.0%
Cc1cc(C)nc(NS(=O)(=O)c2ccc(NS(=O)(=O)c3ccc(F)c(F)c3)cc2)n1	i
CCOc1ccc(S(=O)(=O)NCCC(=O)NNC(=O)c2ccc(F)cc2)cc1	0.9%
COc1cc(NC(C)=O)c2ncccc2c1Br	1.1%
CC1C(=O)N(Cc2cn(CCC3OCCO3)nn2)CCS(=O)(=O)N1Cc1ccc(-c2ccc(F)cc2)cc1 (stereo unspecified)	2.4%
CN(C)C(CNC(=O)C1CC(=O)N(c2cccc(C(F)(F)F)c2)C1)c1ccccc1 (stereo unspecified)	3.8%

The list goes on, starting with the last 2 of the part before.
SMILES	VEEV TC-83 Vero
CC1C(=O)N(Cc2cn(CCC3OCCO3)nn2)CCS(=O)(=O)N1Cc1ccc(-c2ccc(F)cc2)cc1 (stereo unspecified)	2.4%
CN(C)C(CNC(=O)C1CC(=O)N(c2cccc(C(F)(F)F)c2)C1)c1ccccc1 (stereo unspecified)	3.8%
C[C@H]1CN([C@@H](C)CO)C(=O)CCCn2nncc2CO[C@H]1CN(C)S(=O)(=O)c1ccc(-n2cccn2)cc1	1.7%
C[C@H]1CN([C@@H](C)CO)C(=O)CCCn2nncc2CO[C@@H]1CN(C)Cc1ccc2c(c1)OCO2	i
CCN(CC)C(=O)C1=C(C)N(CCCOC)C(=O)C(CC(=O)NCc2ccco2)C1 (stereo unspecified)	i
O=C(C=Cc1ccc2c(c1)OCO2)C=Cc1ccc2c(c1)OCO2	i
COc1ccc(C(=O)NC2=NCCS2)cc1S(=O)(=O)N1CCOCC1	0.1%
Cc1ccc(S(=O)(=O)N(C)C[C@@H]2Oc3ncc(Br)cc3C(=O)N([C@H](C)CO)C[C@H]2C)cc1	0.1%
O=C(CCNC(=O)N1CC(=O)Nc2ccccc21)NCc1cccc(C(F)(F)F)c1	0.8%
COc1ccc(S(=O)(=O)N2CCC(C(=O)NCCC(=O)Nc3ccccc3OC)CC2)cc1	2.4%
Cc1ccc(C(=O)CCC(=O)N2CCN(C/C=C/c3ccccc3)CC2)cc1	i
O=C(O)c1cccc(NC(=O)c2ccccc2NC(=O)c2cccs2)c1	2.0%
COC(=O)[C@H]1C[C@H](OC(=O)Nc2c(C)noc2C)[C@@]2(O)CN(S(=O)(=O)c3ccc(C)cc3)CC2[C@H]1C(=O)OC (stereo partly specified)	1.0%
O=c1[nH]c2ccccc2n1C1CCN(CCOc2ccccc2)CC1	i
CC(NC(=O)CN1c2cccc3cccc(c23)S1(=O)=O)c1ccccc1 (stereo unspecified)	1.4%
COc1ccc(NC(=O)C[C@H]2C(=O)N(Cc3ccccc3)C[C@@H]2c2ccc(OC)cc2)cc1	4.7%
COc1cc2c(cc1OC)CN(C(=O)CSC1=NCCS1)CC2	7.0%
CNC(=O)C[C@H]1C(=O)N(CCc2ccccc2)C[C@@H]1CSC	0.2%
Cc1nc2c(N)nn(C)c2nc1C	i
COc1ccccc1OCC(=O)N/N=C(\C)c1ccc2ccccc2c1	11.0%
O=C(CNC(=O)c1ccccc1)OC(C(=O)O)c1ccc(F)cc1 (stereo unspecified)	0.3%
c1ccc2c(c1)nnn2-c1ccncc1	1.1%
C[C@@H]1CN([C@@H](C)CO)C(=O)c2c(c3ccccc3n2C)-c2ccccc2CO[C@H]1CN(C)S(=O)(=O)c1ccc(C(F)(F)F)cc1	0.8%
COc1ccc([C@H]2C[C@@H](O)[C@H](n3cc(-c4ccc(F)cc4)nn3)CN2C(=O)C2CCCCC2)cc1	0.2%
CO[C@H](C(=O)N(C)C[C@@H]1OCc2ccccc2-c2c(n(C)c3ccccc23)C(=O)N([C@H](C)CO)C[C@@H]1C)c1ccccc1	0.2%
O=C(NC(Sc1ccc(Cl)cc1)C(=O)O)c1ccccc1 (stereo unspecified)	i
Cc1ccc(C2C=C(c3ccccc3)Nc3nc(N4C(=O)CCC4=O)nn32)cc1 (stereo unspecified)	1.4%
COc1cc(C(=O)NC(CCSC)C(=O)Nc2ccc(N3CCOCC3)cc2)cc(OC)c1OC (stereo unspecified)	0.1%
COc1cccc(CNC(=O)CCNC(=O)N2CC(=O)Nc3ccccc32)c1	1.0%
C=CCC1CCCCC1=C(C#N)c1ccccc1 (stereo unspecified)	1.1%
CCC1=C(Nc2ccccc2)COC1=O	0.4%
COc1ccc(Cl)cc1NS(=O)(=O)c1cccc(C(=O)NCCCN2CCOCC2)c1	2.0%

Next part, overlapping the part above by 5 compounds.
SMILES	VEEV TC-83 Vero
COc1cc(C(=O)NC(CCSC)C(=O)Nc2ccc(N3CCOCC3)cc2)cc(OC)c1OC (stereo unspecified)	0.1%
COc1cccc(CNC(=O)CCNC(=O)N2CC(=O)Nc3ccccc32)c1	1.0%
C=CCC1CCCCC1=C(C#N)c1ccccc1 (stereo unspecified)	1.1%
CCC1=C(Nc2ccccc2)COC1=O	0.4%
COc1ccc(Cl)cc1NS(=O)(=O)c1cccc(C(=O)NCCCN2CCOCC2)c1	2.0%
CC(C)CCNC(=O)c1cc(S(=O)(=O)N2CCC3(CC2)OCCO3)ccc1F	1.2%
CCOc1ccc(CNC(=O)C2CCCN(S(=O)(=O)N3CCC(C)CC3)C2)cc1OC (stereo unspecified)	i
CC(=O)c1cccc(NC(=O)C(C)Sc2nnc3ccccn23)c1 (stereo unspecified)	0.5%
C[C@H](CO)N1C[C@H](C)[C@H](CN(C)S(=O)(=O)c2ccccc2C#N)OCc2cnnn2CCCC1=O	0.5%
O=C(Nc1ccccc1OC(F)F)c1ccc(N2CCCC2=O)cc1	3.1%
COc1ccc(OCC(=O)N2CCCC(Nc3ccc(C)c(C)c3)C2)cc1 (stereo unspecified)	1.5%
Nc1ccn([C@@H]2O[C@H](CNCc3cccc4c3sc3ccccc34)[C@@H](O)[C@H]2O)c(=O)n1	i
CCCCCC(=O)N1C[C@@H](O)[C@H](n2cc(-c3ccc(F)cc3)nn2)C[C@@H]1c1ccc(OC)cc1	2.5%
COc1ccc(CCNC(=O)CN(c2ccccc2)S(=O)(=O)c2ccccc2)cc1	0.7%
CC1(c2ccc(Cl)cc2Cl)NC(=O)N(CC(=O)NCCC2=CCCCC2)C1=O (stereo unspecified)	0.9%
COc1ccc(S(=O)(=O)Nc2ccc3c(c2)[C@H]2C[C@H](CC(=O)NCC4CC4)O[C@@H](CO)[C@H]2O3)cc1	0.2%
Nc1ccc(CCCC(=O)NCc2cccnc2)cc1	0.6%
O=C(c1cc(COc2c(F)cccc2F)on1)N1CC[C@@H]2CCCC[C@H]2C1	1.3%
Cc1ccc(NC(=S)NNC(=S)NNc2ccccc2)cc1C	i
C[C@H](CO)N1C[C@H](C)[C@@H](CN(C)S(=O)(=O)c2ccc3c(c2)OCCCO3)OCc2cnnn2CCCC1=O	0.8%

Structural class, the entries above with a CF3 group
SMILES	VEEV TC-83 Vero
CN(C)C(CNC(=O)C1CC(=O)N(c2cccc(C(F)(F)F)c2)C1)c1ccccc1 (stereo unspecified)	3.8%
O=C(CCNC(=O)N1CC(=O)Nc2ccccc21)NCc1cccc(C(F)(F)F)c1	0.8%
C[C@@H]1CN([C@@H](C)CO)C(=O)c2c(c3ccccc3n2C)-c2ccccc2CO[C@H]1CN(C)S(=O)(=O)c1ccc(C(F)(F)F)cc1	0.8%

(cont.)
SMILES	VEEV TC-83 Vero
O=C1C=C(N2CC2)c2ccccc2C1=O	6.1%
O=C(NCc1ccccc1)/C(=C\c1ccc(F)cc1)NC(=O)c1ccco1	i
O=S(=O)(c1cccs1)N1CCCCC1	0.0%
C=CCSc1nnc(NC(=O)c2ccc3c(c2)OCCO3)s1	0.1%
COc1ccc(Cc2nc3ccc(C(=O)NCCc4ncccc4C)cc3o2)cc1OC	12.1%
COc1cccc(N2CCN(C(=O)C3CCN(C(=O)Nc4ccccc4)CC3)CC2)c1	0.1%
COc1ccc(NC(=O)CCCOc2ccc(C(C)=O)cc2)cc1S(=O)(=O)N1CCCCC1	0.9%
COc1ccc(NC(=O)c2cc3ccccc3oc2=O)cc1	i
C[C@@H]1CN([C@H](C)CO)C(=O)CCCn2nncc2CO[C@H]1CN(C)C(=O)Oc1cccc2ccccc12	1.9%
O=C1Nc2cc(C(=O)NCCCN3CCCC3)ccc2S/C1=C/c1cccc(Cl)c1	i
CC1C(=O)N(Cc2cn(Cc3ccco3)nn2)CCS(=O)(=O)N1Cc1ccc(-c2ccncc2)cc1 (stereo unspecified)	0.6%
C[C@H]1COC[C@@H](C/C=C/c2ccccc2)N1c1ccccc1	i
CCC[C@H]1CN(c2ccccc2)C(=O)[C@@H]1CC(=O)NC	0.7%
Cc1ccc(C)c(N2C(=O)c3ccc(C(=O)Nc4ccccn4)cc3C2=O)c1	1.0%
COC(=O)C1(C)CCCC2(C)C3CCC(C(C)C)C(CO)C3C(CO)CC12 (stereo unspecified)	6.6%
COc1cccc(C(=O)NNS(=O)(=O)c2ccccc2)c1	0.3%
C[C@H](CO)N1C[C@H](C)[C@@H](CN(C)C(=O)C2CCCCC2)OCc2cn(nn2)CCCC1=O	1.1%
CSc1ncnc2c1ncn2CCCNCc1ccccc1	i
C[C@@H]1CN([C@@H](C)CO)C(=O)CCCn2cc(nn2)CO[C@H]1CN(C)C(=O)CCCN(C)C	1.4%
CCN(CC(=O)Nc1c(F)cccc1F)C(=O)c1ccc2c(c1)C(=O)N(c1ccccc1C)C2=O	1.5%
COc1ccc(C=C2CCC3C(=O)CCCC3(C)C2=O)cc1 (stereo unspecified)	1.3%
CCC[C@H]1CN(Cc2ccccc2)C(=O)[C@@H]1CC(=O)NC	i
CNC[C@H]1Oc2cc(Br)ccc2S(=O)(=O)N([C@@H](C)CO)C[C@@H]1C	0.5%
CCN1C(=O)c2cccc3c(S(=O)(=O)N(C)C)ccc1c23	i
Cc1cc(/C=C2\Sc3ccccc3N2C)cc(C)[n+]1CC1CCCO1 (stereo unspecified)	i
CN[C@H]1C[C@H]2c3cc(-c4ccccc4)ccc3CCN2C(=O)[C@H]1[C@H](C)O	1.3%
Cc1cccc(N(CC(=O)NCc2ccco2)S(=O)(=O)c2ccccc2)c1	0.6%
O=c1cc(-c2ccccc2)oc2ccc3ccccc3c12	i
O=S(=O)(NC1CCN(Cc2ccccc2)CC1)c1ccc(F)c(F)c1	i
Cc1cccc(NNC(=S)Nc2ccccc2)c1	i
O=C(Cc1cccc([N+](=O)[O-])c1)Nc1ccccc1	i
O=c1[nH]c2cc([N+](=O)[O-])cc(Cl)c2c2ccccc12	4.9%
O[C@@H]1CN(CC2CCCCC2)[C@@H](c2ccc(Cl)cc2)C[C@H]1n1cc(C2CC2)nn1	i
CC(=O)c1ccc2c3c(ccc([N+](=O)[O-])c13)CC2	0.1%
CCCCCCN1C[C@H](n2cc(C3CC3)nn2)[C@@H](O)C[C@@H]1c1ccccc1	3.9%
Cc1[nH]c2ccccc2c1C(=O)C(=O)NCc1nnnn1-c1ccc(F)c(F)c1	0.9%
CC(=O)OCCn1c([N+](=O)[O-])cnc1C=[N+]([O-])C1CCCCC1	0.9%
Nc1ccn([C@@H]2O[C@H](CNC(=O)[C@H]3CCC(=O)N3)[C@@H](O)[C@H]2O)c(=O)n1	4.8%

The list is partial; count on the stated rates, not on these rows.
